Source: PubChem
BioA inh – BioA (M. tuberculosis) enzyme inhibition; purified M. tuberculosis BioA enzyme, plate reader; inhibition, % at 9.99 µM; 360,000 compounds, 0.096% hits; AID 602481; in the data active means inhibition above about 40%; inconclusive means no clear call, values can overlap the other calls
DUSP3 inh – inhibitors of human VHR1 phosphatase (DUSP3). P51452. inhibition, % at 13.3 µM. recombinant VHR phosphatase, pNPP absorbance. 290,000 compounds, 0.52% hits; in the data active means inhibition above about 50%; further: some compounds called inactive have numbers as strong as hits
GDH-TPI inh – inhibits GDH-TPI coupling enzymes, artifact for Mtb FBA screen. GDH-TPI coupled enzyme counterscreen, NADH absorbance. inhibition, % at 4.8 µM. 360,000 compounds, 1.2% hits;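 further: 0% = DMSO wells and 100% = wells lacking the enzyme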
BoNT F protease – BoNT F light chain protease inhibition; Multiplex microsphere protease cleavage assay, flow cytometry; 360,000 compounds, 0.22% hits; inhibition, % at 10 µM; in the data active means inhibition above about 35%, passing the limit was not always enough; inconclusive means no clear call, values can overlap the other calls; further: plate controls were buffer without enzyme for full effect and enzyme alone for no effect
Mtb FBA inh – inhibits M. tuberculosis FBA enzyme; 360,000 compounds, 2.3% hits; inhibition, % at 1 µM; P9WQA3; purified M. tuberculosis FBA, fluorescence read-out; in the data active means inhibition above about 27%;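 further: 0% = vehicle and 100% = reference inhibitor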
Target sequence (P9WQA3 whole entry, looked up): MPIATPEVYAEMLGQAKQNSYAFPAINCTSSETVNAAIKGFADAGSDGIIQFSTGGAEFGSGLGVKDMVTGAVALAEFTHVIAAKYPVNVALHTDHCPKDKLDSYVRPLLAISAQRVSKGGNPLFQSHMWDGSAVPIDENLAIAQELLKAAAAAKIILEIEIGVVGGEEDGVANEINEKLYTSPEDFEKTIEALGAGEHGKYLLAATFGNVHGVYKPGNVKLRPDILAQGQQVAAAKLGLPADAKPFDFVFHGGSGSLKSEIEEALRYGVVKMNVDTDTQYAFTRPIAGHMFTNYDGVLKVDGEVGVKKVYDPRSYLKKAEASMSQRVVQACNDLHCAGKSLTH
Mtb UGM inh – Mtb UDP-galactopyranose mutase inhibition | P9WIQ1 | purified UGM, fluorescence polarization probe displacement | inhibition, % at 10 µM | 320,000 compounds, 0.06% hits; in the data active means inhibition above about 10%, passing the limit was not always enough; inconclusive means no clear call, values can overlap the other calls
FadD28 FP inh – M. tuberculosis FadD28 bisubstrate binding inhibition. FadD28 bisubstrate probe binding, fluorescence polarization. inhibition, % at 12.5 µM. 360,000 compounds, 0.22% hits. AID 588549; in the data active means inhibition above about 8.5%, passing the limit was not always enough; inconclusive means no clear call, values can overlap the other calls
CCHF vOTU inh – blocks the CCHF virus ovarian tumor domain protease | CCHFV vOTU protease, Pep-AMC fluorescence | 370,000 compounds, 0.55% hits | inhibition, % at 11.5 µM | AID 651958; further: 0% = vehicle wells with enzyme and 100% = no enzyme wells
Rv3671c protease – inhibitors of M. tuberculosis serine protease Rv3671c. 320,000 compounds, 0.048% hits. P9WHR9. AID 2606. inhibition, % at 5.96 µM; in the data active means inhibition above about 38%;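 further: extracellular domain of Rv3671c used as enzyme; 0% = enzyme with DMSO and 100% = no enzyme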
Target sequence (P9WHR9 whole entry, looked up, the tested form may be a part): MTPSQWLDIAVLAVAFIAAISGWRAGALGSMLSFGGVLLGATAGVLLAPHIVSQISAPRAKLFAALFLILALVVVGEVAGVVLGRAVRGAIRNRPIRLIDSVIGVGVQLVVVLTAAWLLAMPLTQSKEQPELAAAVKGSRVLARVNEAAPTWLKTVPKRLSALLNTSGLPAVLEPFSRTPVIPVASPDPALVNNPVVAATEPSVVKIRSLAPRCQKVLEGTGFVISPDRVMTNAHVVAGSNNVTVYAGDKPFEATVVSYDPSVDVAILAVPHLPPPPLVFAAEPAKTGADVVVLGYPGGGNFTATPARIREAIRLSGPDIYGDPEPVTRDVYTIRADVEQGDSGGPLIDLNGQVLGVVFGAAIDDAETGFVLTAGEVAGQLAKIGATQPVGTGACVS
MazEF act – activators of E. coli MazEF toxin-antitoxin RNase | FAM/BHQ RNA-DNA oligo cleavage fluorescence, 5 h | activation, % at 20 µM | 350,000 compounds, 0.32% hits | AID 504720; in the data active means activation above about 50%
Target sequence (P0AE70 whole entry, looked up): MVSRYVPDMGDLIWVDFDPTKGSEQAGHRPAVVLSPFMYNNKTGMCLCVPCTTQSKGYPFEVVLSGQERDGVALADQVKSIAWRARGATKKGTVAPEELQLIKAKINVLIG
Numbers without * were called inactive; u = inconclusive; x = not tested or not shown; & = joins results of further samples. Unless noted, no stated cut-off is given here; in the data, active means inhibition above about 30%; inactive means the rest. Rows were taken by chance (roughly 4.9% active in at least one column).

structure	GDH-TPI inh	DUSP3 inh	MazEF act	BoNT F protease	Rv3671c protease	CCHF vOTU inh	FadD28 FP inh	Mtb FBA inh	BioA inh	Mtb UGM inh
O=C(Nc1nncs1)C(Sc1ccccc1)c1ccccc1 (centres undefined)	-3	-8	-1	-7	1	-17	-1.1	0	x	-1.2
CN(CC(=O)Nc1cccc(F)c1)C(=O)/C=C/c1ccc2ccccc2n1	4	16	-2	3	-12	-3	-2.3	1	3.4	-1.0
C/C(Cn1nc([N+](=O)[O-])cc1C)=N\NC(=O)COc1ccccc1[N+](=O)[O-]	11	1	-4	-2	2	-14	-0.1	2	x	-1.6
Cc1cccc(C)c1NC(=O)CN(C)C(C)C(=O)NCC(=O)Nc1ccc(F)c(F)c1F (centres undefined)	7	x	12	-4	-2	-5	-1.2	-1	0.4	1.9
NS(=O)(=O)c1ccc(S(=O)(=O)N2CCCC2)cc1	1	16	-1	-3	4	-6	0.2	0	0.2	1.5
O=C(/C=C/c1ccccc1)Oc1ccc(C(=S)N2CCOCC2)cc1	8	6	8	-4	10	-5	-0.6	1	x	-0.7
O=C(NCc1nc2ccccc2[nH]1)C1=C[C@H](c2ccc(Br)cc2)C[C@H](OCc2ccc(CO)cc2)O1	7	3	-24	-3	-33	-6	-21	-2	-2.6	-0.7
O=C(NCC1CCCO1)c1c(O)c2cccc3c2n(c1=O)CCC3 (centres undefined)	7	15	-4	x	1	1	-2.9	2	2.3	-0.5
CC1(C(=O)NCc2cccs2)Cc2c(-c3ccccc3)ccnc2O1 (centres undefined)	0	x	x	-2	x	5	0.6	3	-1.7	x
CC1=C(C(=O)OC(C)(C)C)C(c2ccco2)C(C#N)=C(N)O1 (centres undefined)	5	11	12	2	-2	4	-3.9	-3	1.7	0.7
COc1ccc(NC(=S)N2CCCC2)cc1	-5	-7	-1	-1	6	-5	-2.7	-1	x	-0.7
CC(=O)N1CCC(C(=O)c2ccc(Cl)cc2)CC1	10	-4	2	8	-3	9	-1.1	2	1.0	2.8
Cc1ccc(C)c(Oc2cc(NN3CCCCC3)c([N+](=O)[O-])cc2[N+](=O)[O-])c1	4	20	-3	-6	-2	7	-1.4	0	-1.2	0.3
CCOc1ccccc1NC(=O)NC(=O)N(C)S(C)(=O)=O	3	14	7	-6	-12	0	-1.5	3	-1.3	-0.1
COc1cnc(-c2ccccc2)nc1OC	-2	6	3	-3	3	5	-0.3	2	x	0.9
Cc1ccc(S(=O)(=O)N2CCC(=O)N(CCOC(=O)Nc3ccccc3C)CC2)cc1	5	-4	9	0	2	-7	-4.3	-2	-0.4	1.4
O=C(N/N=C/c1cccc(O)c1)c1cc(C2CC2)nc2ccccc12	6	7	12	-21	-11	-6	-5.2	-1	x	4.6
CCC(C)NC(=O)C1CCC(CNS(=O)(=O)c2ccc3c(c2)CC(C)N3C(=O)C2CC2)CC1 (centres undefined)	8	-7	-4	3	-5	-5	-1.3	0	0.1	-0.5
O=c1c2ccccc2nc2n1C(CSCc1ccc(Cl)cc1)CS2 (centres undefined)	-8	17	5	-9	-6	14	-7.3	3	x	1.8
CCOc1ccc(NC(=O)CN(C)C(=O)CCN2C(=O)C3CC=CCC3C2=O)cc1OCC (centres undefined)	-3	x	3	9	-6	-7	-3.5	1	-1.3	-1.2
c1ccc2c(c1)OCCc1c-2[nH]c2ccccc12	-4	23	5	-9	3	-17	-3.1	47*	0.1	-1.0
N#Cc1ccccc1OCC(=O)OCC(=O)NC1CCS(=O)(=O)C1 (centres undefined)	5	x	3	1	12	4	-1.2	1	-1.2	-1.0
O=C(COC(=O)c1cccc(C(F)(F)F)c1)NC(=O)NC1CCCC1	1	x	1	-2	-1	16	-1.7	-1	-1.4	2.2
O=C(CN1CCOCC1)Nc1cccc([N+](=O)[O-])c1	14	x	5	u	3	-6	-1.8	1	-2.0	0.5
S=c1[nH]nc(-c2cc(-c3ccco3)[nH]n2)n1-c1ccccc1Cl	-1	8	-18	-7	2	10	u	2	1.2	4.5
CC(OC(=O)CN(C)S(=O)(=O)c1ccc(Cl)cc1)C(=O)Nc1ccc(N2CCOCC2)cc1 (centres undefined)	0	7	2	-4	x	7	-0.6	0	-1.6	x
CCOC(=O)Cn1c(=O)n(CC(=O)OCC)c2ccccc21	2	-10	7	17	2	-4	-3.2	-1	x	-0.9
Cc1ccc(N(CC(=O)N2CCOCC2)S(C)(=O)=O)cc1Cl	4	1	-1	-10	5	0	-0.8	1	1.0	0.2
O=C(NC1CCCCC1)N1CCCCCCC1	5	11	-3	-2	-9	7	-1.2	1	x	1.6
CC(C)(C)c1ccc(C(=O)CSc2n[nH]c(=O)[nH]c2=O)cc1	-1	-10	8	-4	5	0	-4.4	-2	0.1	0.0
O=C(Nc1cccc(Br)c1)c1ccccc1-c1ccccc1	8	32	8	-5	-12	21	-2.8	1	-1.5	x
C=CCn1c2ccccc2c2nn(C)c(=S)nc21	8	-9	4	24	4	4	-1.5	3	-2.1	4.0
CCN1C[C@@]2(COC)C3[C@@H](OC)[C@H]4[C@@H]1[C@@]3(C1C[C@H]3[C@H](O)C1[C@]4(O)C[C@H]3OC)[C@@H](OC)C[C@H]2O (some centres undefined)	1	x	-3	-4	-1	-4	-3.4	-1	-1.7	-1.4
O=C(NCc1cn(-c2ccccc2)nc1-c1ccccc1)c1ccc([N+](=O)[O-])cc1	-1	8	8	-3	-2	8	-3.3	-1	-0.3	-1.9
Cc1cc(NC(=O)CN2CCOCC2)n(-c2ccccc2)n1	14	12	0	-3	1	2	0.0	1	-1.9	-0.8
O=C(c1ccco1)N1CCN(Cc2nc(-c3cccs3)no2)CC1	16	18	4	-3	-4	-7	-4.2	1	x	-1.1
CCCC(=O)NC(Nc1ccc(S(=O)(=O)Nc2cc(C)on2)cc1)(C(=O)OCC)C(F)(F)F (centres undefined)	-9	25	4	0	-8	7	-0.9	-5	-1.8	-2.0
C=CCn1c(SCC(=O)NCCc2ccccc2)nc2c([nH]c3ccccc32)c1=O	4	14	-24	-1	-1	-4	2.0	-1	-4.3	2.5
Cc1ccc(Nc2ccc(NCc3ccccc3)nn2)cc1C	1	5	8	-10	-2	8	-2.6	2	-1.6	0.4
CC1CCc2c(C(=O)N3CCN(S(=O)(=O)c4cccs4)CC3)csc2C1 (centres undefined)	3	3	-3	4	-10	-6	-1.2	-3	-0.7	0.9
CCOc1ccc2nc(SCC(=O)NCc3ccccc3OC)[nH]c2c1	8	26	7	-29	8	1	-7.0	0	-0.6	-0.7
O=C(COC(=O)c1ccc(O)cc1)NCC1COc2ccccc2O1 (centres undefined)	8	x	5	-13	-8	8	-1.6	0	-0.4	-0.4
Cc1cc(C(=O)NCC2CCCO2)n(-c2ccccc2)n1 (centres undefined)	4	-4	-1	-6	2	24	-1.6	0	-1.3	0.1
COc1cc(C=O)ccc1OCCOc1ccccc1[N+](=O)[O-]	12	-1	-4	-3	-12	-1	-0.5	0	x	-1.3
Nc1ccc(C(=O)Nc2ccc3c(O)cc(S(=O)(=O)O)cc3c2)cc1	14	x	1	-3	x	-2	15*	0	5.1	x
Cc1ccc(N2CCN(C(=O)N3CCOCC3)CC2)cc1C	3	0	-8	-2	-2	-3	-0.8	1	x	0.4
Cc1nc2sc(C(c3ccc(Cl)cc3)N3CCN(CCO)CC3)c(O)n2n1 (centres undefined)	5	14	-5	7	0	-3	-0.2	-2	10	-0.6
Cc1ccc(N2C(=O)Nc3cc(Cl)c(Cl)cc3N2O)cc1Cl	-11	12	11	-11	2	0	-2.1	3	x	0.5
Cc1cc(S(=O)(=O)N2CCN(c3ccccn3)CC2)ccc1F	-6	23	-3	-4	x	2	-3.0	17	1.1	4.6
CCOc1cccc(=O)c2c(C)n(-c3ccc(C(=O)O)cc3)c(C)c12	16	18	-9	3	4	8	u	-1	0.4	0.3

Next section.
structure	GDH-TPI inh	DUSP3 inh	MazEF act	BoNT F protease	Rv3671c protease	CCHF vOTU inh	FadD28 FP inh	Mtb FBA inh	BioA inh	Mtb UGM inh
COc1ccc(Cn2c(=O)[nH]c3cc(C(=O)N4CCN(c5ccccc5F)CC4)ccc3c2=O)cc1	-3	6	4	-8	-6	12	-0.4	0	1.3	2.4
O=C(CCS(=O)(=O)c1ccccc1)Nc1nc2c(s1)COc1ccccc1-2	14	21	-3	5	-24	1	-2.5	6	0.5	3.3
COc1ccc(C(=O)Nc2nnc(Cc3cccs3)s2)cc1OC	14	26	15	0	-23	10	-0.4	5	-1.1	0.8
O=C(NCc1ccccc1)C1=C[C@@H](c2ccc(Br)cc2)C[C@@H](OCc2ccc(CO)cc2)O1	2	14	-1	-5	-22	13	-6.6	-4	0.8&-0.7	4.4
CCOc1ccc(NC(=S)NC(=O)/C=C/c2ccc(C)cc2)c([N+](=O)[O-])c1	11	10	0	-6	0	-12	-0.9	-3	x	2.0
CCOC(=O)Nc1cc(NC(=O)OCC)c(C)nc1C	4	-7	1	2	9	13	-1.4	-1	x	0.1
CC(Cc1c[nH]c2ccccc12)C(=O)NCc1ccco1 (centres undefined)	4	42	5	33	-1	-15	0.0	3	-1.5	-3.9
CC(=O)Nc1cccc(OCCCNS(=O)(=O)c2ccc(F)cc2)c1	0	40	6	u	-2	9	-3.9	-23	x	0.5

3 entries from above, arranged by length of the SMILES, high to low:
structure	GDH-TPI inh	DUSP3 inh	MazEF act	BoNT F protease	Rv3671c protease	CCHF vOTU inh	FadD28 FP inh	Mtb FBA inh	BioA inh	Mtb UGM inh
O=C(CCS(=O)(=O)c1ccccc1)Nc1nc2c(s1)COc1ccccc1-2	14	21	-3	5	-24	1	-2.5	6	0.5	3.3
COc1ccc(C(=O)Nc2nnc(Cc3cccs3)s2)cc1OC	14	26	15	0	-23	10	-0.4	5	-1.1	0.8
CCOC(=O)Nc1cc(NC(=O)OCC)c(C)nc1C	4	-7	1	2	9	13	-1.4	-1	x	0.1
